From PubChem
CCT chaperon mod – cytosolic chaperonin activity modulation. purified chaperonin ATPase assay, HTRF ADP detection, 30 min. hit rate 0.3% among 360,000. activity change, % (concentration not given with the values), hits read low. AID 651819; in the data active means activity change below about -30%; further: on the % scale 0 is the no-effect control and ±100 the full control effect
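Enzyme 40 or 20 nM (batch-dependent) in Tris pH 7.4/KCl/MgCl2/DTT; cpd 76 uM single point; ATP 10 uM; 30 min 37 °C; Transcreener ADP HTRF detection, 30 min RT; ratio 665/615.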
IL2 activator – IL-2 activation | IL-2 activation reporter assay, cell-based qHTS; stimulated with anti-CD3/CD4/CD28 beads; in transgenic mouse T cells | activation, % (series mostly up to about 46 µM) | hit rate 0.065% among 360,000 | AID 652025; in the data active means activation above about 50%; inconclusive means mostly about 30% to 49%; further: 0% is about no effect
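Using fluorescent plate cytometry, EGFP and DsRed are detected in transgenic mouse T cells stimulated 18 h at 37 degrees C with antibody-coated beads after 60 min compound pretreatment.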
PLK1 PBD block – inhibitors of human PLK1 polo-box domain binding | Potency, µM, without a hit: max response, negative = inhibition, most hits filed as inhibitors | Plk1 PBD binding of FITC phosphopeptide, fluorescence polarization | P53350 | hit rate 2.8% among 360,000; further: potency means the concentration at half of the fitted maximal effect; series mostly up to about 57 µM; on the % scale 0 is the no-effect control and ±100 the full control effect; nearly all actives have a fitted effect of over 65% in size
Target sequence (P53350 whole entry, looked up, the tested form may be a part): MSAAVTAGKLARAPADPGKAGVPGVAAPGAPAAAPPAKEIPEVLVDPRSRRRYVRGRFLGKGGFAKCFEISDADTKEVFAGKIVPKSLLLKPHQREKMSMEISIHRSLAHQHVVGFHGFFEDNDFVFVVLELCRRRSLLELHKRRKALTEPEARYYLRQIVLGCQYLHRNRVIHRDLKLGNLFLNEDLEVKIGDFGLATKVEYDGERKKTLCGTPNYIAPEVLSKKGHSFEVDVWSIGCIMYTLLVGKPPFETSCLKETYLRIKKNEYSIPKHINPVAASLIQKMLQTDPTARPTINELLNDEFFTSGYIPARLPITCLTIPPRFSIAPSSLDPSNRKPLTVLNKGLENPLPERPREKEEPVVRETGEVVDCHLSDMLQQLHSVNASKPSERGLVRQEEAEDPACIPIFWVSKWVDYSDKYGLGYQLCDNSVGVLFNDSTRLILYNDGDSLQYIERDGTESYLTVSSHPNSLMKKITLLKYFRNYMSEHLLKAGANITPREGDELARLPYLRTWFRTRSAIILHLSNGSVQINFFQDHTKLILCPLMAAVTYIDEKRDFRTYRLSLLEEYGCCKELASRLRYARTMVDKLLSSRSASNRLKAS
PI5P4K alpha inh – PI5P4K alpha (human) kinase inhibition. PI5P4Kalpha enzyme, ADP-Glo luminescence, 60 min; active compounds read low. hit rate 1.2% among 330,000. max response, %; active means max response of -50% or lower; inconclusive means between -30% and -50%; inactive means -30% or higher; further: value at the top dose of about 77 µM; on the % scale 0 is the no-effect control and ±100 the full control effect
Target sequence (P48426 whole entry, looked up): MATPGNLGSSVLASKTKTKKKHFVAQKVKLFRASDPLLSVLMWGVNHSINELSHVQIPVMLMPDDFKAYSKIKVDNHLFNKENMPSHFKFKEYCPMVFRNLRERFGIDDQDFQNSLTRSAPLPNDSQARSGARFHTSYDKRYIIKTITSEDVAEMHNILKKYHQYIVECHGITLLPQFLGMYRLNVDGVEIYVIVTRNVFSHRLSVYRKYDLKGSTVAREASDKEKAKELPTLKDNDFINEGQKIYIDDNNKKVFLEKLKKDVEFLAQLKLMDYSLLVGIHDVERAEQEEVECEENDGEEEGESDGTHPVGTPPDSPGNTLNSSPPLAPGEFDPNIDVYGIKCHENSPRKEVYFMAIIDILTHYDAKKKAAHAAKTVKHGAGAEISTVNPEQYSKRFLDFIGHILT
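ADP-Glo luminescence end-point read after a 60 min room-temperature kinase reaction of PI5P4Kalpha plus substrate, initiated with ATP at 5 microM final. Buffer: 0.038 M HEPES pH 7.4, EGTA, 0.1% CHAPS, 5% DMSO.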
EPAC2 agonist – EPAC2 (human) agonism | EPAC2 activation, biochemical qHTS; response scale: 100% = 6.5 mM cAMP response | Potency, µM (series often up to 154 µM), inactives show at the top dose activation, usual class: activators | hit rate 0.079% among 360,000; further: potency means the concentration at half of the fitted maximal effect; nearly all actives have a fitted effect of over 50% in size
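Compounds were added across a concentration range to EPAC2 (100 nM), RAP1B-BODIPY-GDP (250 nM) and GDP (50 uM). After 5 min at room temperature, fluorescence was recorded at 5-min intervals for 30 min.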
EPAC1 antagonist – antagonists of human EPAC1. O95398. EPAC1 GEF assay, Rap1b-BODIPY-GDP exchange fluorescence. Potency, µM (doses to about 115 µM), for the others: at the top dose activity change, negative = inhibition, most hits filed as inhibitors. hit rate 0.14% among 360,000. AID 720709;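 further: potency means the concentration at half of the fitted maximal effect; plate controls were vehicle for no effect and positive control for full effect; nearly all actives have a fitted effect of over 50% in size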
EPAC1 ag – EPAC1 (human) agonism; O95398; hit rate 0.073% among 360,000; Potency, µM (doses to about 154 µM), for inactives: at the top dose activation, hits mostly activators; EPAC1 agonist qHTS, biochemical assay; response scale: 100% = response to 6.5 mM cAMP; further: potency means the concentration at half of the fitted maximal effect; nearly all actives have a fitted effect of over 60% in size
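Compounds were pinned as a concentration titration into mixtures of EPAC1 (100 nM), BODIPY-GDP-loaded Rap1B (250 nM) and GDP (50 uM). After 5 min at room temperature, fluorescence was followed for 30 min; activity was scaled to 6.5 mM cAMP.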
WRN inhibitor – blocks human WRN helicase; Q14191; WRN helicase unwinding, fluorescent forked duplex, kinetic; Potency, µM (top dose mostly 114 µM), for inactives: at the top dose activity change, negative = inhibition, usual class: inhibitors; hit rate 0.46% among 360,000; AID 651768; further: potency means the concentration at half of the fitted maximal effect; on the % scale 0 is the no-effect control and ±100 the full control effect; nearly all actives have a fitted effect of over 55% in size
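WRN at 20 nM final preincubated with compound 15 min at room temperature; reaction started with 100 nM fluorophore/quencher forked duplex oligonucleotide and 2 mM ATP final. Unwinding followed kinetically by red fluorescence (ex 525, em 598 nm).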
* hit, by the source's call; ? = inconclusive; · = no result given; [ ] = remark or other dose. Unless noted, the call rests on the fitted dose curve; in most records, active means well fitted curve in the direction sought with a large enough effect; inconclusive means small, poorly fitted or top-dose-only effect, or another doubt; inactive means no such curve, though single readings can be large; an effect the other way counts as inactive or inconclusive. A portion of the library. The share of hits here may be higher or lower than overall.

SMILES	CCT chaperon mod	IL2 activator	PLK1 PBD block	PI5P4K alpha inh	EPAC2 agonist	EPAC1 antagonist	EPAC1 ag	WRN inhibitor
CC(=O)N1[C@H](C)C=C[C@]1(Cc1ccccc1)C(=O)NCc1cc(F)cc(C(F)(F)F)c1	-1.6	0.0	-8%	6	11%	-6%	-2%	4%
COC(=O)c1ccsc1NC(=O)c1ccco1	2.0	-0.5	-10%	4	3%	15%	13%	-3%
CC(C)(NO)/C(=N/O)c1cccs1	-2.4	0.4	-4%	1	6%	0%	5%	-5%
Cc1cccc(C)c1Nc1c(-c2ccccn2)nc2ccccn12	1.0	2.3	4%	-2	10%	-3%	-4%	-2%
CCC1=C(OC(=O)N(CC)CC)N2C(=O)OC(=NCCOC)[C@]2(Cc2ccccc2)[C@H]2C1=CC[C@H]1C(=O)N(CC)C(=O)[C@H]12	0.3	-0.1	0%	-2	-1%	-14%	-4%	-2%
COC(=O)c1ccc(COc2ccc3ccc(=O)oc3c2)o1	-4.0	-3.1	-1%	0	2%	0%	-7%	-5%
CN(C)CCN1CCN(C2CN(Cc3cn(Cc4ccccc4C(F)(F)F)nn3)S(=O)(=O)C2)CC1 (stereo not given)	-3.9	0.5	0%	5	2%	9%	-8%	7%
CC1CCN(C(C)C(=O)Nc2ccc(S(=O)(=O)N3CCCC3)cc2)CC1 (stereo not given)	0.2	2.2	0%	0	6%	-3%	-7%	3%
OC(c1ccccn1)c1c[nH]c2ccccc12 (stereo not given)	-2.5	-3.2	-27%	-12	2%	-2%	4%	-28%
O=C(C1CC1)N1N=C(c2cccc(Br)c2)CC1(O)C(F)(F)F (stereo not given)	-0.6	-0.5	8%	-4	18%	-28%	-7%	-4%
CS(=O)(=O)c1ccc(C(=O)NCCN2C(=O)S/C(=C\c3cccnc3)C2=O)cc1[N+](=O)[O-]	-0.9	-1.1	?	-4	1%	?	8%	-3%[11.6 µM]
Cc1cc(OCc2cc(C(=O)N3CCN(CC4CC4)CC3)no2)cc(C)c1Cl	1.1	-3.5	2%	2	-2%	8%	-3%	-6%
O=C(c1cccc([N+](=O)[O-])c1)N1CCN(Cc2ccc3c(c2)OCO3)CC1	-5.1	0.5	-13%	0	4%	-2%	-4%	-3%
O=C(Cc1ccc([N+](=O)[O-])cc1)NCc1ccc2c(c1)OCO2	0.1	-0.1	-6%	-3	3%	-4%	-14%	10%
COc1ccccc1CNS(=O)(=O)c1ccc2c(c1)oc(=O)n2C	1.6	-1.4	10%	0	-1%	-1%	-4%	-2%
Cc1ccc(CC(=O)NCCc2ccc(S(N)(=O)=O)cc2)cc1	1.2	-1.9	-20%	-1	5%	-27%	-1%	0%
C=CCNC(=O)c1onc(CSc2ccccc2)c1C(=O)NCC=C	-0.1	0.0	-11%	9	14%	-11%	-1%	-9%
CCCCOc1ccc(C(=O)NCC(=O)N2CC(C)OC(C)C2)cc1 (stereo not given)	0.7	0.4	0%	-5	6%	1%	-6%	-6%
O=c1oc2c3c(nn2c2ccccc12)CCCC3	0.2	-2.8	-4%	·	3%	2%	-3%	-5%[57.1 µM]
COc1ccc(C2=NOC(Cn3nc(C(=O)NCc4ccc(OC(F)(F)F)cc4)cc3-c3ccccc3)C2)cc1 (stereo not given)	0.5	0.0	-9%	7	-10%	-2%	-19%	-3%
Cc1cc(C)c(S(=O)(=O)N/N=C/c2ccc([N+](=O)[O-])o2)c(C)c1	-1.1	-3.6	?	-2	8%	-13%	-5%	10%
CCCCN(Cc1cccs1)S(=O)(=O)c1ccc(-c2ccc(=O)[nH]n2)s1	0.3	-5.1	0%	-2	-6%	-4%	-1%	-16%
CNc1nc(N)c([N+](=O)[O-])c(NCc2ccccc2)n1	-6.6	-7.3	-18%	-6	5%	-11%	-9%	-31%
CCOC(=O)c1cccc(NC(=O)N2CCOCC2)c1	-0.8	-1.3	-7%	1	3%	-10%	-2%	-2%
Nc1ccc2nc(SCc3ccc([N+](=O)[O-])cc3)sc2c1	0.4	-1.2	?	·	19%	4%	14%	-15%
O=CNc1cc(-c2ccoc2)cn2c(-c3ccc(F)cc3)cnc12	-1.8	-0.9	?	-60*	10%	-7%	4%	-7%[57.1 µM]
CCCOn1c(OCC(C)C)nc2ccccc2c1=O	-2.0	-4.2	-6%	1	-2%	3%	-4%	6%
CC(=O)Nc1cc[n+](C(C)C(=O)c2ccc(Br)cc2)cc1 (stereo not given)	-1.9	0.6	-14%	-1	14%	?	9%	8%
O=C(c1cccc(C(=O)N2CCN(c3ccccc3F)CC2)n1)N1CCN(c2ccccc2F)CC1	1.2	-4.2	1%	0	0%	9%	1%	5%
COc1ccc(NC2c3ccccc3C(=O)N2c2ccccn2)cc1Cl (stereo not given)	-2.1	-0.6	-13%	0	22%	-8%	-24%	3%
CC(=O)N/N=C/c1cc2c(cc1[N+](=O)[O-])OCO2	-2.3	0.2	-7%	-7	6%	-8%	2%	0%
CC(C)(C)C(=O)OC/C(N)=N/OC(=O)c1ccccc1	-1.1	-0.5	-15%	-2	8%	-26%	11%	2%
CN(C(=O)c1cccc(NC(=O)Cc2cccc(NC(=O)C3CCCN(C(=O)C4CCCCC4)C3)c2)c1)C1CC1 (stereo not given)	-2.7	0.1	5%	-4	4%	-4%	-9%	0%
Cc1ccc2ccc(C(Nc3ccccc3)c3ccc(C(C)C)cc3)c(O)c2n1 (stereo not given)	·	-0.5	-20%	-3	4%	-8%	2%	-8%
CCOC1OC2C(CO)OC(n3cnc4c(N)ncnc43)C2O1 (stereo not given)	-6.3	0.0	2%	-2	10%	4%	2%	0%
COc1ccc(S(=O)(=O)N(CC(=O)NN=C2CCN(C)CC2)c2ccc(C)cc2)cc1OC	-0.5	0.8	-4%	-2	-6%	-3%	-12%	-12%
COC(=O)CN1C(=O)Nc2ccc(Br)cc2C1c1ccccc1Cl (stereo not given)	2.9	0.4	1%	-5	17%	2%	9%	6%
COC(=O)c1nn(-c2ccccc2)c(Cl)c1/C=N/OC(=O)c1ccc(Cl)c(Cl)c1	0.9	-0.1	-3%	0	-5%	-15%	0%	2%
COc1ccc(C(=O)N2CCN(C(=O)Cc3ccccc3)CC2)cc1	-0.6	-3.3	-15%	-10	25%	-24%	12%	6%
CC(=O)Nc1ccc(S(=O)(=O)NCCC(=O)N2CCN(c3ccccc3Cl)CC2)cc1	-1.3	1.6	-15%	-2	16%	-10%	6%	5%
C/C(CC(=O)Nc1ccccc1C#N)=N\NC(=O)c1ccncc1	0.3	-1.7	-2%	-1	2%	?	5%	-27%
O=C(CCN1C(=O)/C(=C/c2ccc(F)cc2)SC1=S)NCCc1cnc[nH]1	-0.9	1.5	?	-8	7%	-31%	-7%	-14%
Nc1c(C(=O)NC2CC2)c2nc3ccccc3nc2n1-c1ccc2c(c1)OCO2	-0.2	-1.8	-4%	-5	-12%	7%	-10%	-3%
O=C(OCC(=O)N1CCc2ccccc21)[C@@H]1CCCN1S(=O)(=O)c1ccccc1F	-3.0	-0.5	-14%	0	9%	-2%	4%	4%
CC1CN(C(=S)Nc2ccc(F)cc2F)CC(C)O1 (stereo not given)	-0.1	1.3	-4%	3	7%	-6%	-10%	1%
O=C(Nc1ccc(S(=O)(=O)N2CCCCCC2)cc1)c1c(F)cccc1F	0.5	-0.7	-8%	2	8%	-13%	4%	-7%
CCOC(=O)c1sc(N2C(=O)C(O)=C(C(=O)c3ccco3)C2c2ccco2)nc1C (stereo not given)	0.7	1.2	?	-9	-11%	-29%	-5%	4%[11.6 µM]
Cc1ccccc1C(=O)c1c[nH]c(C(=O)N=CN(C)C)c1	-1.2	0.6	1%	5	-3%	3%	-1%	-14%
CCOc1ccc(C(=O)N(C)C2CCS(=O)(=O)C2)cc1 (stereo not given)	-1.6	-0.3	-1%	0	2%	9%	-11%	2%
COc1ccc(CC(=O)Nc2nc(-c3ccc(F)c(F)c3)cs2)cc1OC	-2.8	-4.9	-6%	0	13%	?	9%	-32%
O=C(CSC1=NC(=O)C(c2ccccc2)C(=O)N1)Nc1ccccc1Cl (stereo not given)	0.2	2.5	-9%	-16	6%	-1%	0%	-27%
O=S(=O)(Cc1ccccc1Cl)NCCc1ccccc1	0.6	0.6	-6%	0	-16%	-10%	-5%	-3%
Cc1ccc(-c2nc(N=Nc3ccc(O)cc3)n[nH]2)cc1	1.0	-0.5	3%	-17	-5%	-7%	-2%	-16%
C(=N\c1nccs1)/c1cccnc1	-2.5	2.9	-13%	0	3%	0%	6%	-18%
O=C(Nc1ccc(Cl)cc1)C1(S(=O)(=O)c2ccccc2)CC1	-2.1	-0.3	6%	-2	12%	-12%	5%	-2%
COCc1c(C(=O)NCc2ccccc2CN2CCCC2)oc2ccccc12	0.2	0.2	-3%	-4	6%	16%	-11%	6%
Cc1ccccc1N1CC(C(=O)Nc2nnc(SCC(=O)Nc3nccs3)s2)CC1=O (stereo not given)	-1.9	-2.4	-25%	?	-7%	-26%	-7%	-29%
COc1ccc(S(=O)(=O)N2CCCC(C(=O)Nc3ccc(NC(=O)c4ccccn4)cc3)C2)cc1 (stereo not given)	1.5	-2.8	-1%	·	2%	4%	-1%	-16%
COc1ccc(Cl)cc1NC(=O)CN1c2ccccc2CC1C (stereo not given)	-1.4	-2.1	1%	14	6%	-10%	11%	-6%
Cc1ccc(-c2ccc(/C=N/NC(=S)Nc3ccccc3)o2)cc1[N+](=O)[O-]	2.4	-2.2	-8%	·	5%	-9%	2%	-11%

An excerpt of these results, as labelled records:
COc1ccc(CC(=O)Nc2nc(-c3ccc(F)c(F)c3)cs2)cc1OC
  CCT chaperon mod: -2.8
  IL2 activator: -4.9
  PLK1 PBD block: -6%
  PI5P4K alpha inh: 0
  EPAC2 agonist: 13%
  EPAC1 antagonist: ?
  EPAC1 ag: 9%
  WRN inhibitor: -32%

O=C(CSC1=NC(=O)C(c2ccccc2)C(=O)N1)Nc1ccccc1Cl (stereo not given)
  CCT chaperon mod: 0.2
  IL2 activator: 2.5
  PLK1 PBD block: -9%
  PI5P4K alpha inh: -16
  EPAC2 agonist: 6%
  EPAC1 antagonist: -1%
  EPAC1 ag: 0%
  WRN inhibitor: -27%

COCc1c(C(=O)NCc2ccccc2CN2CCCC2)oc2ccccc12
  CCT chaperon mod: 0.2
  IL2 activator: 0.2
  PLK1 PBD block: -3%
  PI5P4K alpha inh: -4
  EPAC2 agonist: 6%
  EPAC1 antagonist: 16%
  EPAC1 ag: -11%
  WRN inhibitor: 6%

Cc1ccc(-c2nc(N=Nc3ccc(O)cc3)n[nH]2)cc1
  CCT chaperon mod: 1.0
  IL2 activator: -0.5
  PLK1 PBD block: 3%
  PI5P4K alpha inh: -17
  EPAC2 agonist: -5%
  EPAC1 antagonist: -7%
  EPAC1 ag: -2%
  WRN inhibitor: -16%
